Screening results deposited in PubChem BioAssay by The Scripps Research Institute Molecular Screening Center.
LYPLA1 counter: counter-screen for PME1 inhibitors: inhibitors of human LYPLA1; inhibition, % at 5.9 µM; AID 2174; recombinant LYPLA1, FP-Rh probe fluorescence polarization; O75608; 320,000 tested, 0.16% active;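 active means inhibition above the mean of all tested compounds plus 3 SD, set per campaign, cut at about 14% in these data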;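 further: inhibitors block serine hydrolase probe labeling of LYPLA1 so polarization falls; 0% = enzyme with DMSO and 100% = wells lacking LYPLA1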
pPAFAH inh: pPAFAH (human) enzyme inhibition. 330,000 tested, 1.5% active. recombinant pPAFAH, FP-rhodamine probe fluorescence polarization. Q13093. AID 463082. inhibition, % at 3.39 µM;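 active means inhibition above the mean inhibition across the screen plus 3 SD, cut at about 25% in these data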;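 further: inhibitors block binding of the rhodamine activity-based probe so polarization drops; 0% = enzyme with DMSO and 100% = wells lacking pPAFAH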
Target sequence (Q13093 whole entry, looked up): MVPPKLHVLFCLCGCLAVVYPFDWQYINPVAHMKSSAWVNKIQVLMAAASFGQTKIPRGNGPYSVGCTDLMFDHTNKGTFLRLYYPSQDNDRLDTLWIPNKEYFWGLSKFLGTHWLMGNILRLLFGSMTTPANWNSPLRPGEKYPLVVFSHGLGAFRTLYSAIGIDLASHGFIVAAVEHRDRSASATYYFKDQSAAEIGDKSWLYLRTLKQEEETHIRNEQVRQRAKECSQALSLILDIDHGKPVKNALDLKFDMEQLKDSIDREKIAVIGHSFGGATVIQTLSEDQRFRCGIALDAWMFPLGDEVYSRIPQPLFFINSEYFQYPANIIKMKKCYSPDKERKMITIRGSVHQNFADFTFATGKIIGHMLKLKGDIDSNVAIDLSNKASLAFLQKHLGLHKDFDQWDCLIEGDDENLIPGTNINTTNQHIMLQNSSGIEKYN
PREPL inh: human PREPL enzyme inhibition; recombinant PREPL, fluorescence polarization activity-based probe; inhibition, % at 5.96 µM; 320,000 tested, 0.68% active; in the data active means inhibition above about 43%;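 further: 0% = enzyme with DMSO and 100% = wells lacking enzyme; many of its hits are not listed in these tables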
LYPLA2 counter: LYPLA2 (human) inhibition in PME1 counter-screen; O95372; recombinant LYPLA2, FP-Rh probe fluorescence polarization; inhibition, % at 5.9 µM; 320,000 tested, 0.38% active; AID 2177;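 active means inhibition above the screen-wide mean plus 3 SD, limit set per campaign, cut at about 26% in these data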;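 further: 0% = LYPLA2 with DMSO and 100% = wells lacking LYPLA2 enzyme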
PAFAH1B2 FP inh: inhibitors of human PAFAH1B2 | 340,000 tested, 1.2% active | inhibition, % at 3.39 µM | recombinant PAFAH1B2, FP-rhodamine activity probe, fluorescence polarization | AID 492953 | P68402;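 active means inhibition above the mean of all tested compounds plus 3 SD, cut at about 24% in these data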;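 further: 0% = enzyme with DMSO and 100% = wells lacking PAFAH1B2; many of its hits are not listed in these tables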
PAD4 inh: inhibitors of human PAD4 | Q9UM07 | recombinant PAD4, RCA probe fluorescence polarization | inhibition, % at 6.36 µM | 330,000 tested, 0.41% active | AID 485272;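 active means percent inhibition above a cutoff equal to the mean of all tested compounds plus 3 SD, cut at about 15% in these data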;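 further: 0% = PAD4 with RCA probe and DMSO and 100% = probe without PAD4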
GSTO1 counter: GSTO1 inhibition, counter-screen for RBBP9 inhibitors; recombinant GSTO1, activity-based probe fluorescence polarization; inhibition, % at 5.96 µM; 300,000 tested, 1.1% active; AID 1974;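 active means inhibition above the campaign mean inhibition plus 3 SD, cut at about 35% in these data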;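 further: 0% = GSTO1-1 with DMSO and 100% = wells lacking GSTO1-1 enzyme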
Target sequence (P78417 whole entry, looked up): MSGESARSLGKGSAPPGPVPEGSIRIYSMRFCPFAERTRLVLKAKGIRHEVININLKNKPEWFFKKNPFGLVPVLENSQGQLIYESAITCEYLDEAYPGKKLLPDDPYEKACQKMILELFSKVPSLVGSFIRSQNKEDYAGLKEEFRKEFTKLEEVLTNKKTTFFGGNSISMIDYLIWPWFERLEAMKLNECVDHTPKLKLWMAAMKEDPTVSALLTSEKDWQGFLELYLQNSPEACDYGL
PAFAH1B3 inh: inhibitors of human PAFAH1B3. inhibition, % at 3.39 µM. Q15102. AID 492972. recombinant PAFAH1B3, FP-rhodamine probe, fluorescence polarization. 340,000 tested, 0.28% active;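 active means inhibition above the screen-wide average of all tested compounds plus 3 SD, cut at about 25% in these data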;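 further: 0% = enzyme with DMSO only and 100% = wells lacking PAFAH1B3 protein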
Target sequence (Q15102 whole entry, looked up): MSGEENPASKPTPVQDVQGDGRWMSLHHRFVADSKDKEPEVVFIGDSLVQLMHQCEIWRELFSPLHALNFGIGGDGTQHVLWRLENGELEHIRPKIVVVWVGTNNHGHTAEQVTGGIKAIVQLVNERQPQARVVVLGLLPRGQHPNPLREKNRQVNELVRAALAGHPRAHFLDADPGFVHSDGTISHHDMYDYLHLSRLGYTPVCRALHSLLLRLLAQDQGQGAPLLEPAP
PME-1 primary: blocks human protein phosphatase methylesterase 1; Q9Y570; recombinant PME-1, FP-Rh probe fluorescence polarization; inhibition, % at 5.9 µM; 320,000 tested, 0.53% active; AID 2130;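 active means inhibition above the campaign mean of all compounds plus 3 SD, cut at about 26% in these data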;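 further: competitive labeling of PME-1 active site by serine hydrolase directed probe; 0% = PME-1 with DMSO and 100% = wells lacking PME-1 enzyme; inhibitors block probe labeling so polarization falls and inhibition rises; many of its hits are not listed in these tables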
* = called active by the depositor; / = no result given. A portion of the library; rates above refer to the full screens.

canonical_smiles,PAFAH1B3 inh,LYPLA2 counter,PME-1 primary,PAFAH1B2 FP inh,GSTO1 counter,pPAFAH inh,PREPL inh,LYPLA1 counter,PAD4 inh
CCOc1ccc(NCc2cc3c(C(C)(C)C)nn(-c4ccccc4)c3[nH]c2=O)cc1,-4,0,7,2,6,5,11,-3,-1
CC(=O)Nc1ccc(C(=O)NC(C)c2ccc(-n3ccnc3)cc2)cc1 (stereo unspecified),3,7,-7,0,3,-1,16,1,2
Cc1cccc(N2CCN(C(=O)CCn3c(=S)[nH]c4cc5c(cc4c3=O)OCO5)CC2C)c1 (stereo unspecified),-1,0,3,0,-2,-3,23,-4,1
O=C(COc1ccccc1F)NNC(=O)Cc1ccc(S(=O)(=O)N2CCOCC2)s1,11,7,5,4,2,4,0,6,-5
Cc1cccc(C(=O)NCCC(=O)Nc2nc(C)c(Cc3ccc4c(c3)OCO4)s2)c1,-2,-12,0,2,6,-6,2,-5,-3
COc1ccc(S(=O)(=O)N2CCCCC2)cc1NC(=O)c1ccc2c(c1)OCO2,4,8,-3,3,2,-3,10,4,-3
O=C(NCc1cccc(C(F)(F)F)c1)c1cc(Cl)cc(Cl)c1,3,-12,-7,-3,-7,-4,1,-10,-5
O=C(Nc1cccc(Cl)c1)N1CCc2ccccc2C1,4,-4,1,5,-4,4,-5,-5,8
CS(=O)(=O)c1cccc(C(=O)Oc2ccccc2)c1,-1,3,4,0,3,1,3,0,4
O=C(O)CCC(=O)N1CCc2cc(S(=O)(=O)NC3CCCc4ccccc43)ccc21 (stereo unspecified),3,10,0,0,7,-4,0,-2,0
COc1cccc(CNC(=O)COC(=O)c2cc([N+](=O)[O-])ccc2N2CCCC2)c1,3,2,15,-4,/,1,14,-4,-1
Cc1ccn2c(CNCCn3nc(C)cc3C)c(C(=O)N3CCCCCC3)nc2c1,4,2,4,1,-1,4,-3,2,0
O=C(CSc1nnc(C23CC4CC(CC(C4)C2)C3)o1)Nc1ccc(N2CCOCC2)c(Cl)c1,-3,3,-4,1,2,-2,6,1,2
Cc1ccc(S(=O)(=O)NC(=NC2CCCCC2)c2ccccc2)cc1,14,0,-4,0,0,1,0,5,-9
CCCN(CCC)S(=O)(=O)c1ccc(N2CCCC2=O)c([N+](=O)[O-])c1,8,7,5,3,-2,0,10,-5,6
COC(=O)c1ccc(NC(=O)c2ccc3c(c2)OCO3)cc1,5,-5,-7,2,5,0,0,0,0
COc1ccc(NC(=O)CC2SC(=NCC3CCCO3)NC2=O)cc1 (stereo unspecified),-1,2,-1,8,2,-3,3,1,2
O=C(Nc1ccc(N2CCCCC2)c(S(=O)(=O)Nc2ccccc2Cl)c1)c1cccnc1,-8,/,/,-9,/,-3,2,/,-4
CC1CC(Nc2ccccc2)=NC1(C)C (stereo unspecified),-1,-3,-1,0,-1,-8,-7,-2,-4
CCN1CCc2c(C#N)c(N3CCCCC3)nc(NCc3ccccc3)c2C1,5,-5,5,2,0,10,37,-3,-4

Nothing new here: entries from further up.
canonical_smiles,PAFAH1B3 inh,LYPLA2 counter,PME-1 primary,PAFAH1B2 FP inh,GSTO1 counter,pPAFAH inh,PREPL inh,LYPLA1 counter,PAD4 inh
CCOc1ccc(NCc2cc3c(C(C)(C)C)nn(-c4ccccc4)c3[nH]c2=O)cc1,-4,0,7,2,6,5,11,-3,-1
CC(=O)Nc1ccc(C(=O)NC(C)c2ccc(-n3ccnc3)cc2)cc1 (stereo unspecified),3,7,-7,0,3,-1,16,1,2

Next section.
canonical_smiles,PAFAH1B3 inh,LYPLA2 counter,PME-1 primary,PAFAH1B2 FP inh,GSTO1 counter,pPAFAH inh,PREPL inh,LYPLA1 counter,PAD4 inh
O=C1CCCN1CCCNS(=O)(=O)c1ccc(F)c(F)c1,-5,-4,-1,11,5,10,-1,2,2
CCc1nc(SCC(N)=O)c2c(=O)n(C)c(=O)n(C)c2n1,0,-2,0,3,3,-2,0,-2,1
CC(C(=O)N1c2ccccc2CCc2ccccc21)n1nnc(-c2ccc(N(C)C)cc2)n1 (stereo unspecified),3,0,4,5,-4,14,8,-6,1
Cc1ccc(-n2c(SCC(N)=O)nnc2-c2ccccn2)cc1C,16,2,0,4,-1,1,3,-3,-1
Cc1ccc(NC(=O)CCC(=O)c2ccc(Br)cc2)cc1,-2,4,0,4,0,2,-5,2,-2
O=S(=O)(c1ccccc1)N1CCN(S(=O)(=O)N2CCCCC2)CC1,-7,-3,-7,-4,-3,-9,9,0,-9
Cc1ccc(NC(=S)N2CCC(c3nc4ccccc4s3)CC2)cc1C,-9,0,-4,4,2,6,22,-5,0
CN(C)C(CNC(=O)c1ccc(NS(=O)(=O)c2ccc(F)cc2)cc1)c1ccco1 (stereo unspecified),-4,4,-6,6,5,2,-1,0,0
Cc1sc2nc3c(SC(C)C(=O)O)cc(C(=O)c4ccccc4O)cn3c(=O)c2c1C (stereo unspecified),-13,-20,-9,-12,-23,-7,18,-11,-1
CC(C(=O)N(C)c1ccccc1)N1CCN(C(=O)c2ccccc2)CC1 (stereo unspecified),-3,2,1,6,4,2,1,2,1
O=C1/C(=C/c2ccc(F)cc2)SC(=S)N1CC(=O)N1CCCCC1c1cccnc1 (stereo unspecified),6,-8,-9,8,11,9,22,0,-50
Cc1ccccc1-n1nc2c(c1NC(=O)c1c(-c3ccccc3Cl)noc1C)CSC2,-11,-8,-8,-5,5,5,10,-4,-2
COc1ccc(C(CNC(=O)COc2ccc(C)c(C)c2)N2CCCCC2)cc1 (stereo unspecified),3,2,-8,-2,0,3,25,3,-8
O=C1COc2ccc(C(=O)NC3CC3)cc2N1,6,-1,1,3,-12,3,5,1,0
CCOC(=O)N1CCN(Cc2nc3ccc([N+](=O)[O-])cc3c(=O)n2-c2ccccc2F)CC1,-1,9,9,6,0,7,30,1,2
O=C(Cn1nnc2ccccc21)NC1CCCCC1,6,7,-3,-6,6,3,4,0,3
Cc1ccc(S(=O)(=O)NC(CC(C)C)C(=O)NCCCn2nc(C)cc2C)cc1 (stereo unspecified),8,-3,-6,-1,/,-3,18,3,-7
CCOC(=O)Nc1ccc2c(c1)nc1n2CCN(CCOC)C1,4,2,-4,4,1,3,16,-2,0
O=S(=O)(N1CCCCC1)N1CCCN(S(=O)(=O)N2CCCCC2)CC1,2,-4,0,-3,0,5,28,1,-2
Cc1cc2oc(C(=O)Nc3nonc3C)c(C)c2cc1Cl,9,7,2,8,-4,-1,7,0,-1
CCOc1ccc(S(=O)(=O)N(C)c2ccc(OCC(=O)NCc3cccnc3)cc2)cc1,10,-4,5,6,2,2,8,0,-7
CCN(CC)S(=O)(=O)c1ccc2nc(COC(=O)c3n[nH]c4ccccc34)[nH]c2c1,-11,-18,-44,0,-2,-2,10,-11,-2
CC(NC(=O)c1ccc(Br)cc1Br)c1ccccc1 (stereo unspecified),/,-2,1,/,11,3,6,3,-6
C/C(=N\NC(=O)CN1CCN(S(=O)(=O)c2ccc(C)cc2)CC1)c1cccnc1,6,1,2,6,5,-4,0,1,-3
C=CCNC(=O)Nc1cc(Cl)ccc1OC,4,-4,5,4,1,2,-2,-1,-1
O=C(NC1CC1)C1CCCN1S(=O)(=O)c1ccc2ccccc2c1 (stereo unspecified),-3,-7,6,5,-2,1,18,-3,-2
Cc1ccc2c(c1)N(CC(=O)N1CCCCCC1)C(=O)C(C)O2 (stereo unspecified),7,3,1,1,-6,2,3,0,0
O=C(NCCC1CCCCN1S(=O)(=O)c1ccc(Cl)cc1)C(=O)NCCN1CCOCC1 (stereo unspecified),2,4,-3,1,-1,8,2,-1,-4
COc1ccc(CSc2nnnn2-c2ccc(C(=O)O)cc2)cc1,6,1,-4,18,8,5,-4,4,-1
Cc1ccc2cc(C#N)c(SCC(=O)N3CCCC3)nc2c1,1,1,0,4,-6,3,-3,-3,-4
CCOC(CNC(=O)C1CCN(S(=O)(=O)c2ccc3nc4c(c(C(=O)O)c3c2)CCCCC4)CC1)OCC,7,6,3,-2,0,4,-1,4,-1
Cc1ccc(S(=O)(=O)N2CCC(C(=O)OCC(=O)NCc3cccc(Cl)c3)CC2)cc1C,8,/,/,2,/,8,10,/,1
O=C(Nc1nnc(C2=COCCO2)o1)c1ccc(F)cc1,4,-1,-5,3,-3,-5,5,4,-6
Cc1ccc(C(=O)CC2(O)C(=O)Nc3ccccc32)s1 (stereo unspecified),6,4,-3,5,13,4,-9,0,-4
Cc1cc(NC(=O)COC(=O)C2CC2)ccc1Br,-3,11,0,-2,/,14,5,-1,-2
Cc1ccc(-c2cc(-c3cccc(F)c3)n[nH]2)c(O)c1,-3,-23,-5,-6,-5,1,-8,-16,-1
Cc1cc2oc(C(=O)N3CCN(CCc4ccccn4)CC3)c(C)c2cc1C,6,22,4,1,0,8,4,-1,-1
CCOC(=O)N1CCN(S(=O)(=O)c2cc(Br)cc3c2N(C(=O)CC)CC3)CC1,11,5,5,2,13,6,3,-1,-1
CCC(Sc1nc2cc3c(cc2c(=O)n1Cc1ccco1)OCO3)C(=O)Nc1ccccc1OC (stereo unspecified),11,-3,-2,6,0,-5,14,3,5
Cc1ccc(/C=N/NC(=O)c2ccc3nc[nH]c3c2)o1,8,-7,5,4,8,-2,2,-2,-3
Cc1c(NC(=O)c2ccccc2)c(=O)n(-c2ccccc2)n1C,2,5,1,-1,11,2,2,-1,-1
Cc1ccc(C(=O)NC(=S)Nc2nc(-c3cccc([N+](=O)[O-])c3)cs2)c(Cl)c1,-4,-8,-3,-6,-8,5,-6,1,-1
CCN(CC)P(=O)(Nc1ccc(Br)cc1)c1c(C)nn(CCC#N)c1NC(=O)c1ccc(Cl)cc1 (stereo unspecified),-6,-4,0,5,47*,0,-3,-2,-4
CCCOc1ccc2c(C)c(CC(=O)OC)c(=O)oc2c1,9,5,-7,2,-1,4,-2,3,2
Cc1cccc2cc3c(N)c(C(=O)N4CCCc5ccccc54)sc3nc12,14,-4,17,5,0,12,12,-10,2
CCOC(=O)C1=C(CSc2nc(-c3ccncc3)ccc2C#N)OC(N)=C(C#N)C1c1cccnc1 (stereo unspecified),7,-7,-2,2,9,3,-9,0,1
Cc1[nH]c(C)c(S(=O)(=O)N2CCN(c3cccc(C(F)(F)F)c3)CC2)c1C(=O)N1CCCC1,9,8,-2,4,0,7,7,6,-2
COc1ccc2[nH]c(C(=O)N3CCC(Cc4ccccc4)CC3)cc2c1,-1,1,6,10,-2,20,26,0,-1
O=C(CN1CCN(C(=O)c2cccc(-n3cnnn3)c2)CC1)Nc1ccccc1Cl,4,6,-7,-3,/,-2,38,2,-2
O=C(Cn1cc[n+](Cc2ccccc2)c1)c1ccc([N+](=O)[O-])cc1,2,2,2,2,-3,2,35,-1,2

(listing goes on)
canonical_smiles,PAFAH1B3 inh,LYPLA2 counter,PME-1 primary,PAFAH1B2 FP inh,GSTO1 counter,pPAFAH inh,PREPL inh,LYPLA1 counter,PAD4 inh
CCN(CC)C(=O)Oc1ccccc1NC(C)=O,8,-1,-5,6,2,1,-7,0,2
Cn1c(=O)c(C(=S)NC(=O)C2CC2)c(N)n(Cc2ccccc2)c1=O,/,6,5,/,20,3,8,0,6
CC(=O)c1ccc(NC(=O)CSc2nc3[nH]ncc3c(=O)[nH]2)cc1,-3,6,1,4,14,-3,5,1,1
Cc1ccc(OCc2n[nH]c(=S)n2-c2ccc(Cl)cc2)cc1,-11,-4,0,7,3,4,-20,1,-2
